# Growth percent in the NCI-60 one-dose screen (48 h, 10 µM unless noted): 100 = growth as untreated, 0 = no growth, -100 = all killed.
# SK-OV-3 = SK-OV-3 ovarian cancer cells; actives 3.2% (n = 80,000); AID 1794785
# IGROV1 = IGROV1 ovarian cancer | actives 4.7% (n = 79,000) | AID 1794786
# OVCAR-5 = OVCAR-5 ovarian cancer; actives 2.9% (n = 82,000); AID 1794783
# OVCAR-3 = OVCAR-3 ovarian cancer | actives 7% (n = 79,000) | AID 1794787
# NCI-H23 = NCI-H23 lung cancer; actives 4% (n = 80,000); AID 1794731
# NCI/ADR-RES = NCI/ADR-RES ovarian cells | actives 4.4% (n = 81,000)
# NCI-H522 = NCI-H522 lung cancer. actives 8% (n = 78,000). AID 1794739
# OVCAR-4 = OVCAR-4 ovarian cancer cells; actives 3.7% (n = 80,000)
# OVCAR-8 = OVCAR-8 ovarian cancer. actives 4.4% (n = 81,000). AID 1794782
# Starred values were filed as active, the others as inactive; · = not tested or not shown. How the source made its calls: active means growth percent below 10; inactive means the rest.
SMILES,SK-OV-3,IGROV1,OVCAR-5,OVCAR-3,NCI-H23,NCI/ADR-RES,NCI-H522,OVCAR-4,OVCAR-8
CCO/C=N/C1=C(C#N)C(c2ccc(Cl)cc2)c2c(c3cc(C)ccc3[nH]c2=O)O1 (centres undefined),90,73,87,96,86,96,72,75,93
Cc1ccc(S(=O)(=O)c2nc(-c3ccccc3)oc2S(=O)(=O)CC(=O)N2CCCC2)cc1,68,18,-87*,-93*,-78*,-70*,-96*,-93*,-87*
O=S(=O)(c1ccc(Cl)cc1)N(CCO)CCO,106,107,113,116,99,101,91,119,103
Cc1cn2[nH]c(NN)nc2n1,99,102,100,·,98,105,98,101,102
CCN1CCCC1CNC(=O)c1ncc(-c2ccc(C(F)(F)F)cc2)c(NC2CCCCCC2)n1 (centres undefined),90,77,101,79,93,90,69,78,74
Cc1cc(C)n(C(=O)CNC(=O)Cn2c(=O)[nH]c3ccccc3c2=O)n1,114,107,98,122,105,107,100,104,101
COc1cc(C(=O)OCCCCCCCCCCC[P+](c2ccccc2)(c2ccccc2)c2ccccc2)ccc1O,-1.8*,12,23,·,-18*,51,-50*,-11*,-62*
CCCCCCCCCCCCOc1ccccc1C=O,96,112,101,108,100,102,91,86,95
COc1ccc2c(c1)O/C(=C\c1ccc(O)cc1O)C2=O,119,91,105,92,107,98,92,99,99
Cc1cc(C)cc(NC(c2ccc(OC(F)F)c(OCC3CC3)c2)c2nnnn2C2CCCCC2)c1 (centres undefined),98,101,99,93,99,90,81,77,104
CC(C)=CCC[C@](C)(O)[C@H]1CC[C@]2(C)[C@@H]1CC[C@@H]1[C@@]3(C)CC(Cc4ccncc4)C(=O)C(C)(C)[C@@H]3CC[C@]12C (some centres undefined),112,96,113,98,96,99,95,92,99
COc1ccc(C2=NN(C(=O)c3ccc(S(C)(=O)=O)cc3)C(c3ccc(OC)c(OC)c3)C2)c(OC)c1 (centres undefined),84,106,107,100,104,107,87,106,108
S=c1[nH]c2cccnc2[nH]1,95,104,92,115,102,102,86,86,99
CN1CN(NC(=O)Nc2ccccc2)C(=O)c2ccccc21,100,117,118,115,110,115,106,110,120
CC1CCN(C)CC1,96,115,104,106,104,107,81,111,112
NC(=S)N/N=C\C(=O)c1ccccc1O,94,140,115,110,97,109,78,105,107
O=c1[nH]nnc2c1ncn2C1OC(CO)C(O)C1O (centres undefined),15,33,87,42,63,40,58,36,96
O=C(Nc1nc2ccc(OC(F)(F)F)cc2o1)c1ccccc1,98,88,90,101,76,94,89,88,103
Clc1nc(Cl)c(C2CC(c3ccccc3)=NN2c2ccccc2)s1 (centres undefined),115,84,91,113,98,113,·,78,103
O=c1c2ccccc2ncn1-c1ccc(F)cc1,106,·,89,112,95,98,98,107,105
N#CCCn1cnc2c(N)ncnc21,100,125,98,109,101,109,98,107,97
CCOC(=O)CSc1nc(-c2ccccc2)c(C#N)c(N)c1C#N,111,93,113,96,95,97,82,113,100
CN(/N=N/c1nc[nH]c1C(=O)NN)C1CCCCC1,98,123,95,113,103,100,100,102,111
Cc1cccc(C(=O)OCc2ccccc2)c1,102,101,96,111,102,105,92,100,101
O=C(Nc1ccc(Cl)c(C(F)(F)F)c1)c1ccc(Nc2ccc(Cl)nn2)cc1,85,88,77,67,48,61,62,42,55
O=C(OC1CCCC1)c1ccccc1,104,124,96,153,109,105,59,110,99
CCOc1ccc2nc(NC(=O)CN3CCN(CCN4C(=O)c5cccc6cccc(c56)C4=O)CC3)sc2c1,100,99,98,72,84,59,44,72,33
Cc1nc(Nc2ccc(F)c(Cl)c2)sc1C(=O)O,17,19,51,23,16,13,-9.3*,22,14
COc1ccc(/C=C2\CCCCC3=C2N=C2SC(C)=CN2C3c2ccc(OC)cc2)cc1 (centres undefined),117,105,103,112,103,105,94,107,110
N=C(N)c1ccc(-c2ccc(-c3ccc(-c4cccs4)s3)s2)cc1F,·,94,76,91,93,102,100,91,102

# Next part, starting with the last three of the part before.
SMILES,SK-OV-3,IGROV1,OVCAR-5,OVCAR-3,NCI-H23,NCI/ADR-RES,NCI-H522,OVCAR-4,OVCAR-8
Cc1nc(Nc2ccc(F)c(Cl)c2)sc1C(=O)O,17,19,51,23,16,13,-9.3*,22,14
COc1ccc(/C=C2\CCCCC3=C2N=C2SC(C)=CN2C3c2ccc(OC)cc2)cc1 (centres undefined),117,105,103,112,103,105,94,107,110
N=C(N)c1ccc(-c2ccc(-c3ccc(-c4cccs4)s3)s2)cc1F,·,94,76,91,93,102,100,91,102
C=CCn1c(SCC(=O)Nc2ccc(OC)cc2)nnc1-c1ccc(OC)cc1,103,88,93,·,95,98,91,99,101
O=C(Cn1nncc1CN1C(=O)CSC1=O)Nc1ccccc1F,94,103,110,107,96,103,92,104,101
Cn1c(=O)c2c(nc3n2CCN3CCc2ccc(O)c(O)c2)n(C)c1=O,99,111,103,102,91,99,77,84,97
CC1(CCCOc2ccc([N+](=O)[O-])cc2)N=C(N)N=C(N)N1c1ccccc1 (centres undefined),98,100,94,96,·,98,100,84,93
CC(C)c1ccc(/C=N/N=C(N)N)cc1,86,89,89,73,81,79,67,·,90
C=C1CC[C@@H]2[C@]3(C)COC(c4cn[nH]c4-c4ccc(F)cc4)O[C@@H]3CC[C@@]2(C)[C@@H]1C/C=C1/C(=O)OCC1O (some centres undefined),47,-31*,-42*,-69*,-67*,-46*,-60*,33,1.2*
O=C(CSCC(=O)c1ccc([N+](=O)[O-])cc1)c1ccc([N+](=O)[O-])cc1,94,94,107,94,93,98,·,92,98
Cc1ccc(NC(=O)/C=C/C(=O)O)c(NC(=O)/C=C/C(=O)O)c1,98,92,100,102,97,103,97,99,98
CC(C)(C)CC(C)(C)n1nnnc1C(Nc1ccc(F)cc1)c1cc2cccc3ccc4cccc1c4c32 (centres undefined),102,93,87,·,91,87,83,82,89
CCOC(=O)[C@H](Cc1ccccc1)Nc1nc(N)nc(N(C)C2CCCCC2)c1C=O,108,100,106,113,98,97,94,97,97
O=C(Nc1cc(F)cc2cccnc12)c1cnc(N2CCNCC2)cn1,100,44,83,6.0*,83,88,54,11,72
O=C(NCc1ccco1)Nc1ccc([N+](=O)[O-])cc1,105,101,102,114,99,99,55,93,99
COc1cc2c3c(c4c5cccnc5[nH]c4c2c(OC)c1OC)C(=O)N(O)C3=O,97,81,95,103,96,103,69,89,90
COc1nc2ccccc2cc1-c1nc2c(cnn2-c2ccccc2)c(=O)[nH]1,54,48,79,7.0*,46,41,22,76,63
COc1ccc(-c2[nH]c3ccccc3c2-c2ccc(OC)cc2)cc1,62,88,63,13,53,36,56,61,86
Cc1cccc(N2CCN(CC(=O)NCc3cc(C)n(-c4ccccc4)n3)CC2)c1C,75,94,93,101,88,85,51,94,68
Nc1nc(Nc2ccc([N+](=O)[O-])cc2O)nc(C(Cl)(Cl)Cl)n1,95,88,105,55,80,48,11,55,82
COc1ccc(CNc2nc3ncc(C(F)(F)F)cc3nc2C(=O)O)cc1,·,108,104,114,111,110,94,106,108
CC(=O)C1C(=O)C(=O)N(c2ccccc2)C1=O (centres undefined),105,107,115,101,92,103,104,96,95
COc1ccc(-c2noc(C(=O)O)c2-c2cccc(OC)c2)cc1,99,103,110,109,102,103,93,122,101
C#CCOc1cccc(Nc2ncc3ncn(C4CCN(C(=O)C=C)C4)c3n2)c1 (centres undefined),52,66,75,78,91,96,59,84,84
O=C1N=C(c2c(-c3[nH]c(=O)c4ccccc4c3O)c(O)c3ccccc3c2O)C(=O)c2ccccc21,94,67,98,96,81,94,105,109,99
C=C1C(=O)O[C@H]2[C@H]1CC/C(COC(=O)/C=C/C(=O)O)=C\CC[C@@]1(C)O[C@@H]21,·,98,98,113,101,100,93,100,98
CN(Cc1ccccc1)c1nc(Cl)c(C2CC(c3ccc(Br)cc3)=NN2c2ccccc2)s1 (centres undefined),98,94,118,106,86,97,83,98,108
O=c1cc(O)c2sc(-c3ccc(F)cc3)cc2[nH]1,89,84,101,104,90,104,83,88,101
COc1ccc(C(=O)/C=C/c2ccc(N3CCN(C)CC3)cc2)cc1OC,112,101,103,102,80,88,82,71,92
CC(C)CCN(CCC(C)C)CC(=O)Nc1ccc(S(=O)(=O)c2ccc(NC(=O)CN(CCC(C)C)CCC(C)C)cc2)cc1,84,12,54,23,46,59,-65*,74,22
COc1ccc(Cn2cc(C(=O)N=Nc3c(O)[nH]c4ccc(F)cc34)nn2)cc1,99,101,95,112,99,97,86,101,99
C=CCc1cc(Cl)cc2c(OC(C)=O)c(C(C)=O)c(-c3ccccc3)nc12,100,82,111,107,92,119,96,100,113
COc1ccc2c(c1)CCc1c-2n[nH]c1-c1[nH]nc2c1CCc1cc(OC)ccc1-2,77,62,90,41,75,34,34,77,85
Cc1cn(C2CC(O)C(CO)(N=[N+]=[N-])O2)c(=O)[nH]c1=O (centres undefined),104,112,109,118,102,103,96,104,102
CC(=O)c1cc2c(C)nn(-c3ccccc3)c2nc1C,83,103,96,105,96,100,101,105,92
COc1ccc2cc(C3=NN(C(N)=S)[C@@H](c4ccccc4)C3)ccc2c1,110,57,81,79,72,88,62,67,108
CCCCCc1[nH]c(=O)[nH]c(=O)c1Br,92,111,103,107,97,100,93,107,109
CN=C(N)N/N=C(\c1ccccc1)c1ccc(Br)cc1,-2.0*,-7.1*,32,2.7*,21,9.0*,-30*,42,1.0*
O=[N+]([O-])c1cc(Br)c2cccc3c2c1CC3,114,111,99,108,106,114,108,104,97
c1c[nH]c(CNC2CCCCC2)c1,102,107,101,98,98,99,109,111,102
CC(=O)OCC(OC(C)=O)C(OC(C)=O)C(CNc1cc(C)c(C)cc1N=Nc1ccc([N+](=O)[O-])cc1)OC(C)=O (centres undefined),115,87,98,101,88,98,58,77,86
CC(=O)c1cccc(Nc2ncnc3ccc(NC(=O)c4ccccc4)cc23)c1,119,91,108,86,89,93,64,96,92
C=CC(C)(C)[C@@]12Nc3c(ccc4c3C=CC(C)(C)O4)[C@]1(O)C[C@H]1C(=O)N3CCC[C@@]3(O)C(=O)N12,98,99,99,108,101,101,114,99,108
CC(C)(O)CNC(=O)c1cccc([N+](=O)[O-])c1,104,105,118,111,98,102,92,106,99
CCOC(=O)CCc1nc2sc3c(c2c(=O)[nH]1)CCCC3,129,114,99,154,110,87,95,121,102
CCOC(=O)c1cc2c(n1Cc1ccc(OC)cc1)-c1oncc1CC2,114,93,110,125,105,106,99,99,101
O=C1NN(c2cc(Cl)cc(Cl)c2)C(c2ccc3c(c2)OCO3)N2CCC[C@@H]12 (some centres undefined),99,96,110,97,89,96,70,95,98
NC(=O)N/N=C1/CCN2CCCc3cccc1c32,98,104,110,100,103,116,90,107,102

# As a short view, part of the list above:
SMILES,SK-OV-3,IGROV1,OVCAR-5,OVCAR-3,NCI-H23,NCI/ADR-RES,NCI-H522,OVCAR-4,OVCAR-8
CC(C)(O)CNC(=O)c1cccc([N+](=O)[O-])c1,104,105,118,111,98,102,92,106,99
CCOC(=O)CCc1nc2sc3c(c2c(=O)[nH]1)CCCC3,129,114,99,154,110,87,95,121,102
CCOC(=O)c1cc2c(n1Cc1ccc(OC)cc1)-c1oncc1CC2,114,93,110,125,105,106,99,99,101
O=C1NN(c2cc(Cl)cc(Cl)c2)C(c2ccc3c(c2)OCO3)N2CCC[C@@H]12 (some centres undefined),99,96,110,97,89,96,70,95,98
NC(=O)N/N=C1/CCN2CCCc3cccc1c32,98,104,110,100,103,116,90,107,102

# (cont.)
SMILES,SK-OV-3,IGROV1,OVCAR-5,OVCAR-3,NCI-H23,NCI/ADR-RES,NCI-H522,OVCAR-4,OVCAR-8
OCCN1CCN(c2cc(-c3cccc(OC(F)(F)F)c3)nc3ccc(N4CCCC4)cc23)CC1,74,37,69,47,74,49,66,55,54
COc1ccc(C/C(C)=C(\c2ccc(OCCCN(C)C)cc2)c2ccc(OC(=O)c3ccccc3)cc2)cc1,96,79,92,87,88,90,85,88,91
CC(=O)C(=O)NCCCCC(=O)Nc1ccccc1,114,113,116,125,106,106,101,110,107
COc1ccc(/C=C2\N=C(Nc3ccccc3)N(/N=C/C(O)C(O)C(O)C(O)CO)C2=O)cc1 (centres undefined),104,102,122,109,96,101,97,102,100
COc1ccc(N=Nc2c(N)nn3c(-c4ccc5ccccc5c4)ccnc23)cc1,111,106,117,110,107,104,97,100,109
C#CC1(O)CCC2C3CCC4=C(CCC(=O)C4)C3CCC21C (centres undefined),112,·,108,118,108,110,80,98,102
CC(=O)O[C@@H]1CCN2C(=O)Nc3ncccc3[C@@H]2C1,97,109,104,111,103,107,95,110,109
OCC12CCCC(OC1)O2 (centres undefined),108,112,95,107,104,109,110,102,98
O=C1/C(=C/C(Cl)=C/c2ccccc2)SC(=S)N1CCS(=O)(=O)O,118,103,110,114,105,107,101,104,105
O=C(NCc1ccccc1)/C(=C/c1ccccc1[N+](=O)[O-])CC(=O)c1ccc(Cl)c(Cl)c1,101,92,89,108,100,93,89,103,95

# Source: PubChem
